BAZ2B block: blocks human BAZ2B; Potency, µM (top dose mostly 114 µM), for inactives: at the top dose activity change, negative = inhibition, actives largely listed as inhibitors; AlphaScreen BAZ2B-H3K14Ac peptide displacement; Q9UIF8; actives 4.4% (n = 360,000); further: on the % scale 0 is the no-effect control and ±100 the full control effect; nearly all actives have a fitted effect of over 60% in size
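In this displacement format the biotinylated H3(5-23) peptide acetylated at Lys14 serves as ligand at 50 nM, with BAZ2B at 50 nM in PBS pH 7.4 containing 0.01% Tween-20. Donor and acceptor beads are 10 ug/mL final.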
Tb PGK inh: blocks T. brucei phosphoglycerate kinase; P07378; actives 0.043% (n = 380,000); AID 602233; PGK/GAPDH coupled, Kinase-Glo luminescence, 60 min; Potency, µM (doses to about 57.5 µM), for the others: at the top dose activity change, negative = inhibition, most hits filed as inhibitors; further: on the % scale 0 is the no-effect control and ±100 the full control effect; nearly all actives have a fitted effect of over 60% in size
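Luminescent ATP detection (Kinase-Glo Plus) follows a 60-minute room-temperature incubation, with wells lacking PGK as controls. Buffer: 100 mM TEA (pH 7.6), 5 mM MgCl2, 0.01% Tween-20. Coupling enzyme GAPDH (100 nM final) supplies unstable 1,3-BPG in-well.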
G9a inh: inhibitors of human histone lysine methyltransferase G9a. actives 8.8% (n = 350,000). Q96KQ7. Potency, µM (highest dose often 102 µM), without a hit: at the top dose activity, negative = inhibition, actives largely listed as inhibitors. G9a H3K9 monomethylation, AlphaScreen, 2 h; further: on the % scale 0 is the no-effect control and ±100 the full control effect; nearly all actives have a fitted effect of over 75% in size
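AlphaScreen read-out: biotin-H3K9 peptide (500 nM) methylation by 20 nM enzyme with 20 uM SAM, 2 h at room temperature after 15 min compound preincubation; anti-monomethyl H3K9 antibody plus donor/acceptor beads, 10 min dark.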
Pin1 inh: blocks the human prolyl isomerase Pin1; Pin1 FP peptide displacement, HiFluor488, 10 min; actives 0.009% (n = 390,000); Potency, µM (doses to about 115 µM), for inactives: at the highest dose activity, negative = inhibition, actives largely listed as inhibitors; Q13526; active means well fitted inhibition curve with a large enough effect in the polarisation, with a control signal flat, not every such curve was filed as active; inconclusive means small, poorly fitted or top-dose-only effect, or effect the other way, or a change in a side signal; inactive means no such curve, though single readings can be large or run the other way; the % refers to the polarisation; further: on the % scale 0 is the no-effect control and ±100 the full control effect
JMJD2A Tudor: JMJD2A Tudor domain (human) inhibition. Potency, µM (top dose mostly 114 µM), without a hit: at the highest dose activity change, negative = inhibition, hits mostly inhibitors. AID 504339. AlphaScreen JMJD2A-Tudor / H3K4me3 peptide binding. actives 4.4% (n = 390,000); further: on the % scale 0 is the no-effect control and ±100 the full control effect; nearly all actives have a fitted effect of over 50% in size
HP1b binding inh: blocks HP1-beta chromodomain binding to methylated histone tails. P83916. AlphaScreen HP1-beta / biotin-H3K9me3 peptide binding. Potency, µM (highest dose often 114 µM), for the others: top-dose activity change, negative = inhibition, most hits filed as inhibitors. actives 0.56% (n = 390,000). AID 540317; further: nearly all actives have a fitted effect of over 70% in size; inactives centre near 23
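AlphaScreen: HP1-beta (50 nM) preformed 30 min with biotin-H3(1-18)K9me3 peptide (50 nM) in PBS pH 7.4, 0.01% Tween-20. Compound added for 30 min at RT, then streptavidin donor/nickel chelate acceptor beads (10 ug/mL) for 30 min.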
POLI inh: blocks human DNA polymerase iota activity. Q9UNA4. Pol iota fluorescent replication assay, 10 min. Potency, µM (doses to about 115 µM), for the others: at the top dose activity, negative = inhibition, most hits filed as inhibitors. actives 1% (n = 390,000). AID 588590
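Fluorescent replication assay read twice, at 0 min and 10 min after adding 50 nM (final) substrate. Enzyme (10 nM) and compounds were first incubated 15 min at room temperature; enzyme-free buffer wells were negative controls.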
GLS inhibitor: inhibitors of human glutaminase (GLS). AID 624170. Potency, µM (highest dose often 45.5 µM), for the others: at the top dose activity change, negative = inhibition, usual class: inhibitors. GLS enzymatic activity, qHTS titration. O94925. actives 0.21% (n = 410,000); further: on the % scale 0 is the no-effect control and ±100 the full control effect
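Glutamate formation by hKGA was monitored fluorometrically using coupled glutamate oxidase, HRP and Amplex Red. Substrate was added as 1 mM L-glutamine solution; incubation was 30 min at RT after an initial read.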
BLM helicase inh: inhibitors of human Bloom syndrome helicase BLM. P54132. recombinant BLM DNA unwinding, fluorescence dequenching. Potency, µM (titrated, usually from 56.1 µM), without a hit: at the highest dose activity change, negative = inhibition, usual class: inhibitors. actives 0.2% (n = 350,000). AID 2528;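 further: plate controls were vehicle for no effect and no enzyme for full effect; nearly all actives have a fitted effect of over 35% in size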
Target sequence (P54132 whole entry, looked up): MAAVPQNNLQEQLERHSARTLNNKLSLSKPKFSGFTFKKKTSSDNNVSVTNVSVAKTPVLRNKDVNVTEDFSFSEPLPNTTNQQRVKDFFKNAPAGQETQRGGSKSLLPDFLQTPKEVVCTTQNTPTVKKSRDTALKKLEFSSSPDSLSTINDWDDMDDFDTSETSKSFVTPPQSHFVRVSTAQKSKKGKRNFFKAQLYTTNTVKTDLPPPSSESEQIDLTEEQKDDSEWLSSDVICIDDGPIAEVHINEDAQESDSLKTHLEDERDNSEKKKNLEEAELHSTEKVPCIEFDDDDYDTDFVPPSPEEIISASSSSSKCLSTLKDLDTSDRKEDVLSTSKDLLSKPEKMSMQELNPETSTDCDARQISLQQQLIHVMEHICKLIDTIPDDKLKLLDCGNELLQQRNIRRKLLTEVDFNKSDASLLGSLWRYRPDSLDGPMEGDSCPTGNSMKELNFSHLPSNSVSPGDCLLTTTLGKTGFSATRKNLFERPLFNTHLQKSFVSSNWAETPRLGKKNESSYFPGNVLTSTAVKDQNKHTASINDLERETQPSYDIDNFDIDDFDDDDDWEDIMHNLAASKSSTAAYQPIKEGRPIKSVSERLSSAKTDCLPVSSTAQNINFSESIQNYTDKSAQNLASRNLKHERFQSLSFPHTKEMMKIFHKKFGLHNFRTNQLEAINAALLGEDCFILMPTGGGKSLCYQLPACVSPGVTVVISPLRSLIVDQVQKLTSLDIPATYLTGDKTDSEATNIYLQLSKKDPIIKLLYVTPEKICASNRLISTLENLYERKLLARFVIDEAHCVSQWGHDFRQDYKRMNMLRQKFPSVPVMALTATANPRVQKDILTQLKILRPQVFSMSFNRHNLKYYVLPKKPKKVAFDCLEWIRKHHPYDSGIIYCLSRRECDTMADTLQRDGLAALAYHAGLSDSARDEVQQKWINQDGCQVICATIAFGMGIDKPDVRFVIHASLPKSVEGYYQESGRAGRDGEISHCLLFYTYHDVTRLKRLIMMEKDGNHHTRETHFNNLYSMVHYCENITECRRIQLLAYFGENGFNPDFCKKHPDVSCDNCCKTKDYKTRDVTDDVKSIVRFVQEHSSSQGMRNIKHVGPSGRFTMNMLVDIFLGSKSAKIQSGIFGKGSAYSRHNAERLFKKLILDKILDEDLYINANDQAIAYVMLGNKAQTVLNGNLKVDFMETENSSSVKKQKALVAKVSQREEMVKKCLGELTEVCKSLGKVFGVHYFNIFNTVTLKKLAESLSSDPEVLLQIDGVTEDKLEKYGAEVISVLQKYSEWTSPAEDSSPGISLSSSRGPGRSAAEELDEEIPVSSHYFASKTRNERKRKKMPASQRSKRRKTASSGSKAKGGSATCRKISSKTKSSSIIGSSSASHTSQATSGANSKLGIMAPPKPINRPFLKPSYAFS
An asterisk follows results filed as active; i = inactive; ? = inconclusive; . = no result given; & = joins results of further samples; ! = not confirmed by another sample; [ ] = remark or other dose. Unless noted, the call rests on the fitted dose curve; in most records, active means well fitted curve in the direction sought with a large enough effect; inconclusive means small, poorly fitted or top-dose-only effect, or another doubt; inactive means no such curve, though single readings can be large; an effect the other way counts as inactive or inconclusive. Potency means the concentration at half of the fitted maximal effect. An excerpt; count on the stated rates, not on these rows.

SMILES	BAZ2B block	Tb PGK inh	G9a inh	Pin1 inh	JMJD2A Tudor	HP1b binding inh	POLI inh	GLS inhibitor	BLM helicase inh
CCOP(=O)(OCC)c1nc(-c2cccc3ccccc23)oc1N1CCCCC1	.	-7%	13%	-3%	102%[activator]	74%[activator]	-13%	-5%	-8%
COC(=O)C1=CO[C@@H](C)[C@@H]2CN3CC[C@]4(C(=O)Nc5ccccc54)[C@@H]3C[C@H]12	-3%	7%	-8%	-9%	-13%	41%[activator]	6%	11%	6%
CN1CC(C#N)C2(O)c3ccccc3CCC2C1 (stereo not drawn)	-2%	-10%	18%	-8%	-14%	28%	114%[activator]	4%	-4%
CN(C)CCN(Cc1ccccc1)c1ccnc(N(C)C)c1C#N	?	i	7.9µM*	-3%	63µM*	?	12%	15%	3%
CC1(c2ccc(Cl)cc2Cl)OCC(Cn2cncn2)O1 (stereo not drawn)	71µM*	-4%	?	-5%	-15%	-2%	?	2%	-6%
C=C1[C@@H](C)[C@H]2[C@H](Cc3ccccc3)NC(=O)[C@]23OC(=O)/C=C/[C@H](O)CCC[C@@H](C)C/C=C/[C@H]3[C@@H]1O	?	-9%	19%[59 µM]	-8%&-2%	-18%&-16%	27%&9%	?	-6%	3%&-4%
O=C(/C=C/C=C/c1ccccc1)CC1(O)C(=O)Nc2ccccc21 (stereo not drawn)	-14%	-3%	?	6%	-19%	5%	23%	-7%	-7%
COc1ccc2c(c1)C13CCCC[C@@H]1C(C2)N(C)CC3 (stereo partly drawn)	5%	i	18%&-1%[12.7 µM]	-6%	-14%	21%	12%	7%&9%	2%
C=CCn1c(C)c(C=C2C(=O)NC(=O)NC2=O)c2ccccc21	-38%	-12%	50µM*	?	-30%	22%	8%	4%	-2%
COc1ccc(-c2nc(CN3C(=O)CN=C(c4ccccc4)c4cc(Cl)ccc43)c(C)o2)cc1	-10%	1%	-35%[59 µM]	-2%	4%	43%[activator]	27%	5%	-2%
COC(=O)C1=C(c2ccc(F)cc2F)C[C@@H]2CC[C@H]1N2C(=O)NCCCOC(C)C	-1%	6%	-2%[0.501 µM]	1%	-1%	40%[activator]	54%[activator]	-1%	.
Cc1c(C(=O)O)cccc1-n1c(C)cc(/C=C2\C(=O)NC(=O)N(c3ccc4c(c3)OCO4)C2=O)c1C	56µM*	?	28µM*	-22%	-17%[11.4 µM]	-5%	?	19%	-4%
Cc1ccc(OC(=O)c2ccc(Br)o2)cc1	24%	-4%	42%	0%	-8%[11.4 µM]	32%[activator]	-7%	-8%	-4%
Cc1cc(OCC(=O)N[C@@H](Cc2ccccc2)C(=O)O)c2c3c(c(=O)oc2c1)CCCC3	-7%	-2%	.	-2%	-14%	20%	1%	?	1%
COc1ccc(-n2c(O)c(/C(C)=N/N3CCCCCC3)c(=O)[nH]c2=O)cc1	-3%	-5%	.	-6%	7%	13%	100%[activator]	-14%	0%
CCC(=NCc1cccnc1)c1c(O)n(-c2ccc(Cl)cc2)c(=O)[nH]c1=O	-2%	-5%	-4%	2%	-8%	22%	146%[activator]	-11%	0%
Brc1c(NC2=NCCN2)ccc2nccnc12	1%	.	19µM*!	.	.	.	?	-11%	-3%&-10%&-1%&-1%
O=c1cc(O)c2ccccc2[nH]1	-15%	-8%	?	0%	-6%	6%	3%	6%	-9%
O=C1C(=Cc2ccccc2)N2CCC1CC2	.	-17%	.	-1%	-8%	33%	-1%	-2%	.
CC(Cc1ccccc1)[n+]1cc(/N=C(\[O-])N(C)C)on1 (stereo not drawn)	?	i	?	-1%	-20%	13%	-12%	-13%	-1%
COC(=O)c1cc(C(O)(C(=O)OC)C(F)(F)F)c(/N=C/N(C)C)s1 (stereo not drawn)	-16%	-4%	-45%[59 µM]	4%	-13%	18%	26%	0%	-2%
Cc1ccc(CN2CCCC(C(=O)c3ccc4c(c3)OCO4)C2)cc1C (stereo not drawn)	-15%	0%	.	-12%	-18%[11.4 µM]	45%	-11%	8%	-1%
COc1cc2ccc(=O)oc2c2ccoc12	1%	6%	-12%	-10%	-5%	9%	-11%	11%	-9%&-3%
O=C(Oc1ccc(Br)cc1C(=S)N1CCCC1)c1ccccc1Cl	-14%	i	7%[0.0925 µM]	14%	-4%	7%	?	4%	-11%
CCC(=NCCCO)c1c(O)n(-c2ccc(OC)cc2)c(=O)[nH]c1=O	-4%	-6%	2%	10%	4%	32%	0%	6%	-4%

Brought forward from above: 3 compounds, followed by the next part.
SMILES	BAZ2B block	Tb PGK inh	G9a inh	Pin1 inh	JMJD2A Tudor	HP1b binding inh	POLI inh	GLS inhibitor	BLM helicase inh
COc1cc2ccc(=O)oc2c2ccoc12	1%	6%	-12%	-10%	-5%	9%	-11%	11%	-9%&-3%
O=C(Oc1ccc(Br)cc1C(=S)N1CCCC1)c1ccccc1Cl	-14%	i	7%[0.0925 µM]	14%	-4%	7%	?	4%	-11%
CCC(=NCCCO)c1c(O)n(-c2ccc(OC)cc2)c(=O)[nH]c1=O	-4%	-6%	2%	10%	4%	32%	0%	6%	-4%
COC(=O)C1=C(c2ccc(C(C)=O)cc2)C[C@@H]2CC[C@H]1N2C	8%	-9%	21%[2.33 µM]	-5%	-13%	19%	24%	-1%	.
Cc1cccc(N2C(=O)CSC23C(=O)N(CC(=O)Nc2cccc(Cl)c2)c2ccccc23)c1 (stereo not drawn)	0%[57.1 µM]	-9%	-19%[59 µM]	22%	-17%	3%	?	-2%	-9%
CC1=NNC(=O)C1Br (stereo not drawn)	.	i	.	2%	89µM*	14µM*	28µM*	3%	.
CCC(C)NC(=O)c1c(N)n(CCCOC)c2nc3ccccc3nc12 (stereo not drawn)	57%[activator]	-6%	99%[activator]	-3%	65%[activator]	136%	23%	-3%	?
Cc1ccc2c(c1)C1CN(C)CCC1N2C(=O)Cn1nnc(-c2ccccc2F)n1 (stereo not drawn)	0%	-10%	-17%	0%	-30%	31%	12%	-5%	2%
CC1=C(C(=O)O)N2C(=O)[C@@H](NC(=O)CCCC(=O)O)[C@H]2SC1	-7%	-3%	-132%[59 µM]	2%	-34%	55%[activator]	16%	1%	-2%
COC(=O)C1=C(c2ccc3ccccc3c2)C[C@@H]2CC[C@H]1N2C(=O)NC1CC1	3%	2%	14%[2.33 µM]	-5%	-9%	44%[activator]	-3%	-5%	.
Cc1ccc(C(=O)Nc2nc3ccccc3[nH]2)cc1	3%	-21%	-10%	0%	-16%	7%	48%[activator]	-11%	-13%
COc1cc(/C=C2/SC(=S)N(Cc3ccccc3)C2=O)ccc1OCC(=O)O	56µM*	6%	5%[0.501 µM]	12%	?	-12%	?	-15%	-14%
CCOc1ccc(N2C(=O)NC(=O)/C(=C/c3cnc(SC)nc3)C2=O)cc1	?	2%	8.9µM*	28%	?	-38%	60%[activator]	16%	-2%
C=CCn1c(O)c(/C(C)=N/N2CCCCC2)c(=O)[nH]c1=O	-9%	1%	.	3%	-12%	14%	41%[activator]	2%	-3%
Cc1ccc(-c2n[nH]c(=S)n2-c2ccccc2)cc1	10%	i	1.3µM*	-4%	20µM*	2%	2%&14%	-17%	-1%
CC(=O)OC[C@]12CCC(C)=C[C@H]1O[C@@H]1[C@H](O)[C@@H](OC(C)=O)[C@@]2(C)[C@]12CO2	5%	8%	37%[activator][12.7 µM]	5%	-10%	28%	18%	0%	1%
Cc1ccccc1C(=O)N1CC1C (stereo not drawn)	.	-1%	.	-2%	-1%	40%[activator]	49%[activator]	-1%	.
Cc1nc2ncnn2c(C)c1CCC(=O)N1CCC2(CC1)OCCO2	-5%	-1%	21%	5%	-4%	8%	6%	-2%	1%
O=C1CCCC2=C1C(c1cccnc1)Nc1ccccc1N2 (stereo not drawn)	-2%	-11%	1%[59 µM]	-6%	-9%	30%	11%	38%[activator]	-2%
CCCCOC(=O)C1=C(N)OC2=C(C(=O)CCC2)[C@]12C(=O)Nc1ccccc12	1%	0%	-41%[12.7 µM]	-3%	-16%	52%[activator]	1%	15%	-1%
N=Cc1c(O)n(-c2ccc(C34CC5CC(CC(C5)C3)C4)cc2)c(=O)[nH]c1=O	-25%	1%	?	62%[activator]	-34%	7%	-3%	1%	-4%
O=C(Oc1ccc(Cl)c2ccccc12)N1CCCCC1	72%[activator]	-2%	-14%[12.7 µM]	1%	64%[activator]	131%[activator]	11%	3%	-10%
CC(Cc1ccccc1)NC(=O)CN1CCCC1=O (stereo not drawn)	-19%	-2%	?	-1%	2%	23%	-4%	4%	-1%
COc1ccc(S(=O)(=O)Nc2cc([N+](=O)[O-])ccc2OC)cc1	0%	5%	-9%[59 µM]	8%	-13%	20%	159%[activator]	-6%	4%
COc1ccccc1N1CCN(C2CCN(C(=O)c3cccs3)CC2)CC1	-34%	-2%	28µM*	-6%	7.1µM*	-53%	38%[activator]	30%[activator]	5%
O=C(c1ccc(Cl)cc1)C1CCCN(C2CCSCC2)C1 (stereo not drawn)	-21%	-6%	-4%	-29%	-25%	14%	37%[activator]	11%	-3%
Cc1cc(OCC(=O)NCc2ccncc2)c2c3c(c(=O)oc2c1)CCCC3	-31%	2%	18%	0%	-20%	32%	26%	0%	-6%
C[C@]12CCC3C(CC[C@H]4C[C@H](N)CC[C@]34C)C1CC[C@H]2O (stereo partly drawn)	-4%	-10%	19%	-6%	2%	41%[activator]	?	-7%	-1%
CCC(=Nc1ccc2c(c1)CCC2)c1c(O)n(-c2ccc(OC)cc2)c(=O)[nH]c1=O	-16%	-4%	4%	23%	-16%	4%	-4%[58.9 µM]	4%	-2%
CCC1C(c2ccccc2)NC(c2ccccc2)CC1(O)c1ccc(F)cc1 (stereo not drawn)	-13%	i	8%	-8%	-16%	29%	-19%	0%	-6%
COc1ccc(CCNCc2ccccc2)cc1	25µM*	.	5%[2.33 µM]	-1%	7.1µM*	?	-28%	-1%	4%

Screening results deposited in PubChem by National Center for Advancing Translational Sciences (NCATS).
